# CD11b adhes inh – inhibitors of human CD11b/CD18 binding to fibrinogen. inhibition, % at 10 µM. 93,000 tested, 0.54% active. P05107+P11215. K562 CD11b/CD18 adhesion to fibrinogen, ATPlite luminescence; Mn2+ added to activate the integrin;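 active = primary inhibition of 50% or more at 10 µM, then 40% or more on retest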; also: some results filed as inactive read as strong as hits
# HUVEC inhibit – inhibitors of human endothelial cell proliferation. HUVEC proliferation, CellTiter-Glo luminescence, 72 h; stronger effect = lower value. AID 648. viability, % at 10 µM (by protocol). 86,000 tested, 1.1% active;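 active = viability at or below 30%; inactive = viability above 30%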;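 also: 100% = median luminescence of DMSO-only cell control wells on each plate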
# ERa SRC1 inh – ER-alpha (human) coactivator binding inhibition. P03372. TR-FRET ER-alpha LBD / SRC-1 peptide, estradiol-bound. inhibition, % at 25.6 µM. 86,000 tested, 1.7% active. AID 629; in the data active = inhibition above about 50%;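 also: 0% = receptor plus peptide control and 100% = peptide only without receptor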
# Target sequence (P03372 whole entry, looked up, the tested form may be a part): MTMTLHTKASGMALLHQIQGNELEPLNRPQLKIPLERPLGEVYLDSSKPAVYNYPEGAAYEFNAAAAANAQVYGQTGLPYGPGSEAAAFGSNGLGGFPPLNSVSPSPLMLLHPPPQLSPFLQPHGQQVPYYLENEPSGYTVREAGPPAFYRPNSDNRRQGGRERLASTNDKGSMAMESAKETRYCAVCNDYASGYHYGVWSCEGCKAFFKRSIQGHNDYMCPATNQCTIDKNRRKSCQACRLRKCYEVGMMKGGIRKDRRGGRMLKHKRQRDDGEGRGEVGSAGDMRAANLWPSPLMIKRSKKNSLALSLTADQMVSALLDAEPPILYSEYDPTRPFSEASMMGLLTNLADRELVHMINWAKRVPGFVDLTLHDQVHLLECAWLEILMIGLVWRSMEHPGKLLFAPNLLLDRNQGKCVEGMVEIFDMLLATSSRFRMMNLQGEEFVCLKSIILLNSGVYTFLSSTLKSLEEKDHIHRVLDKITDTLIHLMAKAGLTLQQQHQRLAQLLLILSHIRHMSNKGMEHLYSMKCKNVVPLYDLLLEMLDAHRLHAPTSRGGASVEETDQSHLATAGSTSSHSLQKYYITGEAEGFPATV
# CD11b adhes enh – CD11b/CD18-fibrinogen binding enhancement | K562 CD11b/CD18 adhesion to fibrinogen, ATPlite luminescence | activation, % at 10 µM | 93,000 tested, 0.07% active | AID 1499;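 active = 10 µM primary screen giving 50% or more activity, confirmed by 40% or more on retest at that dose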; also: strong numbers were not always called active
# CYP2C19 inhib – inhibitors of human CYP2C19. CYP2C19 Supersomes, luciferin-H EGE luminescence, 30 min. 96,000 tested, 21% active. AID 778. inhibition, % at 5 µM;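 active = CYP2C19 inhibition above a set limit at 5 µM in the primary screen, cut at about 50% in these data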;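 also: plate controls were negative control wells for no effect and 2.5 mM tranylcypromine positive control for full effect; values of inactives mirror those of a sister screen read the other way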
# Target sequence (P33261 whole entry, looked up): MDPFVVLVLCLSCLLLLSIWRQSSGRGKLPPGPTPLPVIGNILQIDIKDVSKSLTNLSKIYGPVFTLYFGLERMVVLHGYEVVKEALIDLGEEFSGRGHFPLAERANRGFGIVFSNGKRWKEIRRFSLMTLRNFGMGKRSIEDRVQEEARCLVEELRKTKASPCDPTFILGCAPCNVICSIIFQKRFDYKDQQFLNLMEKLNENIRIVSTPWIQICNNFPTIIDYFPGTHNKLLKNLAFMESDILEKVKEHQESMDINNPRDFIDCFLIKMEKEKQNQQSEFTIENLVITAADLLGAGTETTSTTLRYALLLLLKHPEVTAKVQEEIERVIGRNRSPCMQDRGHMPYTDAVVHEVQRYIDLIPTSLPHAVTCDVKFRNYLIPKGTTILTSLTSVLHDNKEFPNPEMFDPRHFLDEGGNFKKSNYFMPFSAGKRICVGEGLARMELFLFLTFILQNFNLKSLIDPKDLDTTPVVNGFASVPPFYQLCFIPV
# H69AR inhibit – blocks growth of human H69AR lung tumor cells. H69AR lung tumor viability, ATP luminescence, 72 h; stronger effect = lower value. viability, % at 10 µM. AID 598. 85,000 tested, 6% active;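 active = viability at or below 40%; inactive = viability above 40%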;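 also: multidrug resistant small cell line overexpressing MRP-1 efflux transporter; 100% = mean luminescence of untreated control wells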
# Fibroblast inh – blocks proliferation of human lung fibroblasts | 85,000 tested, 1.1% active | viability, % at 10 µM | AID 719 | LL 47 human lung fibroblast viability, ATP luminescence; stronger effect = lower value;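 active = viability at or below 50% in the single dose screen; inactive = viability above 50%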;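 also: compound exposure lasted 72 h before the ATP readout; 100% = median luminescence of untreated cell-only wells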
#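 material = human LL 47 lung fibroblast cells | dosing = compounds added from tenfold dosing solution, 0.1% DMSO final | timing = overnight cell rest, 72 h compound treatment at 37 °C | measured by = CellTiter-Glo luminescence measuring cellular ATP | evaluation = % viability versus median cells-only luminescence | control set = cell-only wells, no compound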
# CYP2C19 activ – cytochrome P450 2C19 (human) activation; activation factor at 5 µM; P33261; 96,000 tested, under 10 active; recombinant CYP2C19, luciferin-H EGE luminescence; stronger effect = higher value; 0 = fully inhibited enzyme, 1 = untreated enzyme; AID 1025;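 active = activation factor of at least 2 at 5 µM in the primary screen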;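 also: 0 = wells with 2.5 mM tranylcypromine and 1 = vehicle-only wells; values of inactives mirror those of a sister screen read the other way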
# ERa coact pot – ER-alpha (human) coactivator binding potentiation | P03372 | TR-FRET ERalpha-LBD/SRC-Cy5 coactivator binding, 2 h; 100 = basal binding, no effect | coactivator binding (% of control), % at 25.6 µM | 86,000 tested, 1.3% active | AID 639; in the data active = activity above about 200%;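 also: binding measured in presence of low estradiol as agonist stimulus; 0% = peptide alone without receptor and 100% = receptor with peptide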
# An asterisk follows results filed as active; nt = not tested or not shown; [ ] = dose if it differs, or a comment.
SMILES,CD11b adhes inh,HUVEC inhibit,ERa SRC1 inh,CD11b adhes enh,CYP2C19 inhib,H69AR inhibit,Fibroblast inh,CYP2C19 activ,ERa coact pot
Cc1c(N2C(=O)CSC23C(=O)Nc2ccccc23)c(=O)n(-c2ccccc2)n1C (stereo not drawn),7,nt,nt,1,22,nt,nt,0.8,nt
NC12CC3CC(C1)CC(O)(C3)C2,-7,97,-1,-2,-12,nt,101,1.1,116
CC(=O)Nc1ccccc1NC(=O)C(F)(F)F,-20,102,-3,0,8,97,98,0.9,105
COc1ccc(CNC(=O)CCn2cccc2)cc1,2,89,5[fluorescence artefact?],-2,35,99,96,0.7,105
O=S(=O)(c1ccc(Br)s1)N1CCN(c2ncccn2)CC1,-33,95,-1,0,38,108,88,0.6,147
O=C(/C=C/c1ccc(Cl)cc1)Nc1ccc(N2CCCCC2)cc1,2,nt,nt,7,-4,nt,nt,1,nt
COc1ccc(N(CC(=O)NCCSc2ccccn2)S(C)(=O)=O)cc1,11,86,11[fluorescence artefact?],2,42,89,91,0.6,102
COC(=O)CCC(=O)Nc1nc(-c2ccccc2)cs1,nt,95,-1[fluorescence artefact?],nt,nt,103,106,nt,85[fluorescence artefact?]
NC(=O)CN1CCOCCOCCN(CC(N)=O)CCOCC1,5,80,2,3,-27,109,102,1.3,109
CC(C)CN(CC(C)C)c1nc(N)c(C#N)c(CC#N)c1C#N,5,nt,nt,2,69*,nt,nt,0.3,nt
O=C(CCCCn1c(=O)c2ccccc2n(CC(=O)Nc2cccc(F)c2)c1=O)NCc1ccco1,24,88,14,-4,20,92,75,0.8,123[fluorescence artefact?]
Nc1ccc(C(=O)Nc2ccccc2C(=O)O)cc1,0,97,-5[fluorescence artefact?],-1,12,100,105,0.9,99[fluorescence artefact?]
COc1cc(CN2CCN(c3ccccc3F)CC2)cc(OC)c1O,-10,91,-11,-4,80*,96,98,0.2,123
CCOc1ccc(CCNC(=O)C(CC)n2nc(C)n3c(cc4sccc43)c2=O)cc1OCC (stereo not drawn),4,88,6[fluorescence artefact?],0,58*,75,96,0.4,118
CCSc1nc2c(c(=O)[nH]1)C(C(C)C)C(C#N)=C(N)O2 (stereo not drawn),-7,93,-17,-2,-24,67,97,1.2,122
Cc1csc(NC(=O)c2cc3c(s2)CCCC3)n1,70,65,0,-6,16,65,77,0.8,90
O=C(CSc1nnc(-c2cccnc2)n1Cc1ccco1)c1ccc(Cl)c(Cl)c1,-5,89,13,8,80*,70,99,0.2,93[fluorescence artefact?]
CCc1ccc2oc(-c3cc(N)cc(C)c3O)nc2c1,44,81,-4[fluorescence artefact?],18,95*,23*,82,0,103
O=C(NCC1CCN(c2ccc(S(=O)(=O)N3CCOCC3)cc2)CC1)c1cccc(Cl)c1,8,81,31[fluorescence artefact?],-3,23,49,96,0.8,88
CC(C)c1nc(=S)n(-c2ccccc2)[nH]1,nt,91,-4,nt,30,96,95,0.7,130
COc1ccc(CNc2nc3ccccc3n2CCN2CCCCC2)c(OC)c1,4,75,0,-1,10,62,85,0.9,111
CCn1c(=NC(=O)CSC(C)=O)sc2ccccc21,36,74,-5,-3,49,84,100,0.5,102
CCCc1nc(SCC(=O)N2CCCC2)c2ccccc2n1,-2,82,-3,-4,12,38*,93,0.9,112
O=C(Nc1ccc2c(c1)oc1ccccc12)C1CC1,-22,87,-4,0,6,60,90,0.9,99
C=C1CSc2nc(=O)c3c(C)c(C)sc3n21,-2,96,-25,-2,-16,86,100,1.2,98
C/C(=N/Oc1nc(C)cc(C)n1)c1ccc(F)cc1,8,101,0,-3,15,86,99,0.9,105
CN(c1ccccc1C(N)=O)S(=O)(=O)c1ccccc1,nt,92,-27,nt,nt,104,96,nt,116
Cc1cc(Nc2ccccc2C(=O)O)nc2nc3ccccc3c(=O)n12,-20,95,12,55,14,91,93,0.9,83[fluorescence artefact?]
Clc1ccc(-c2nnc(C3CCCCC3)o2)cc1,0,nt,nt,1,12,nt,nt,0.9,nt
O=S(=O)(c1cccc(C(F)(F)F)c1)N1CCC(O)(c2cccnc2)CC1,5,105,-5,0,88*,nt,100,0.1,124
Cc1cc(NC(=O)CN2CCCCC2C)no1 (stereo not drawn),nt,104,-7,nt,6,90,105,0.9,106
CC(=O)N(CN1C(=O)c2ccccc2C1=O)c1cccc(C)c1,-7,82,-8,-2,97*,87,103,0,128[fluorescence artefact?]
Cc1ccc(C(c2nnnn2C2CCCC2)N2CCN(c3nc4ccccc4s3)CC2)cc1 (stereo not drawn),nt,98,-5,nt,nt,54,84,nt,101[fluorescence artefact?]
Cc1ccccc1Cn1cc(NC(=O)COc2ccccc2)cn1,0,nt,nt,-2,21,nt,nt,0.8,nt
CC(=O)C1=C(O)C(=O)N(Cc2ccccc2)C1c1ccccc1F (stereo not drawn),3,105,4,-3,-2,102,99,1,111
CC(=O)c1ccc(NC(=O)N2CCN(c3cccc(Cl)c3)CC2)cc1,11,96,1,2,20,89,93,0.8,87

# Compound profiles, as listed above. Values in the order: CD11b adhes inh, HUVEC inhibit, ERa SRC1 inh, CD11b adhes enh, CYP2C19 inhib, H69AR inhibit, Fibroblast inh, CYP2C19 activ, ERa coact pot
# CC(=O)N(CN1C(=O)c2ccccc2C1=O)c1cccc(C)c1 in the list: -7, 82, -8, -2, 97*, 87, 103, 0, 128[fluorescence artefact?]
# CC(=O)c1ccc(NC(=O)N2CCN(c3cccc(Cl)c3)CC2)cc1 in the list: 11, 96, 1, 2, 20, 89, 93, 0.8, 87
# Cc1ccc(C(c2nnnn2C2CCCC2)N2CCN(c3nc4ccccc4s3)CC2)cc1 (stereo not drawn) in the list: nt, 98, -5, nt, nt, 54, 84, nt, 101[fluorescence artefact?]

# (further entries)
SMILES,CD11b adhes inh,HUVEC inhibit,ERa SRC1 inh,CD11b adhes enh,CYP2C19 inhib,H69AR inhibit,Fibroblast inh,CYP2C19 activ,ERa coact pot
CN1CCN(C2=C(Cl)C(=O)N(c3ccc(Cl)c(Cl)c3)C2=O)CC1,-7,88,-7,-2,79*,8.5*,94,0.2,96
CN1CCCN(C(=O)c2cc(=O)[nH]c3ccccc23)c2nc3ccccc3nc21,nt,86,-3,nt,26,74,94,0.7,100
COc1ccc(CCN2C(=O)c3[nH]nc(-c4ccccc4O)c3C2c2ccc(C)cc2)cc1OC (stereo not drawn),46,nt,nt,9,21,nt,nt,0.8,nt
Cn1c(=O)oc2cc(S(=O)(=O)NCCN3CCN(c4ccccc4)CC3)ccc21,15,97,9[fluorescence artefact?],-9,8,100,105,0.9,96[fluorescence artefact?]
CCn1c(SCC(=O)Nc2ccc(OC)c(OC)c2)nnc1-c1cccs1,6,89,4,-2,5,95,92,0.9,97
COc1ccccc1-c1c(C)nn2c(C)cc(C)nc12,-19,96,-2,3,13,103,98,0.9,91
Cn1c(=O)[nH]c(=O)c2c1nc(N1CCCC1)n2CCCSc1nc2ccccc2o1,16,93,-6,-2,9,95,84,0.9,113
Cc1ccc(N2CCCn3c2cc(C)c(C#N)c3=O)cc1C,nt,96,10[fluorescence artefact?],nt,nt,62,96,nt,87
O=C(CC(CC(=O)c1ccccc1)C(=O)O)c1ccccc1,-2,103,-1,4,23,96,108,0.8,107
Nc1c2c(nc3ccn(-c4ccccc4)c(=O)c13)CCCCC2,-3,85,23,-3,-4,78,95,1,86
COC(=O)c1cc(NC(=O)Cc2ccccc2[N+](=O)[O-])cc(C(=O)OC)c1,1,nt,nt,-7,-6,nt,nt,1.1,nt
COc1ccccc1-c1n[nH]c(=S)n1-c1ccccc1,13,nt,nt,-2,15,nt,nt,0.8,nt
CC(C)(C)n1nnnc1C(c1cccnc1)N(Cc1ccccc1)Cc1cccs1 (stereo not drawn),-9,78,-2,0,48,6.6*,87,0.5,67
Cn1c(=O)n(C)c2cc(C(=O)c3ccccc3)ccc21,6,82,3,2,8,93,98,0.9,117
Cc1cc(C)nc(Sc2c(C)n[nH]c2C)n1,-25,99,6,-4,0,88,103,1,102
Cc1ccc(N2C(=O)CC(N3CCN(C4CCc5ccccc5C4)CC3)C2=O)cc1 (stereo not drawn),-11,91,-2,-4,-3,93,96,1,142
COc1ccccc1N1C(=O)C2ON(c3ccccc3)C(c3ccc(N(C)C)cc3)C2C1=O (stereo not drawn),-2,81,-13,-2,nt,11*,107,nt,99
Cc1nc(/N=C(\N)Nc2ccccc2)nc2ccccc12,-11,89,15,-5,-2,67,93,1,110
CCOc1ccc(-n2cc(C(=O)Nc3cccc(OC)c3)c3cc(OC)c(OC)cc3c2=O)cc1,-12,89,4[fluorescence artefact?],33,34,99,109,0.7,172
O=C(O)c1ccccc1C1=Nc2ccc(O)cc2Oc2cc(O)ccc21,-18,108,35,-1,22,105,101,0.8,46
Cc1ccc2nc(-c3ccc(NC(=O)c4ccco4)cc3)[nH]c2c1,2,63,59*[fluorescence artefact?],24,40,51,101,0.6,176[fluorescence artefact?]
COC(C(=O)Nc1cccc(F)c1)c1ccccc1 (stereo not drawn),-3,111,-1,4,50*,58,96,0.5,83
CC1CCN(C(c2ccc(N(C)C)cc2)c2nnnn2C(C)(C)C)CC1 (stereo not drawn),-2,109,13,-3,60*,101,95,0.4,107
O=C(Cc1coc2ccc3ccccc3c12)Nc1nccs1,4,92,-9,-4,11,64,94,0.9,104
COCCNS(=O)(=O)c1cc(Br)ccc1OC,-16,92,3[fluorescence artefact?],-1,67*,106,104,0.3,104
CC/C(=N\O)C(C)(C)/[N+]([O-])=C/c1ccc(Br)cc1,2,95,6,-4,5,93,99,0.9,108
COCCNC(=O)C(c1cccc(OC)c1)N(Cc1cccs1)C(=O)Cn1nnc2ccccc21 (stereo not drawn),nt,93,-5,nt,nt,61,110,nt,90
O=C1c2ccccc2C(=O)N1CCc1csc(-c2cccc(F)c2)n1,-12,nt,nt,-2,100*,nt,nt,0,nt
CC(=O)Nc1ccc(S(=O)(=O)Nc2nc3ccccc3s2)cc1,-2,75,-1,-3,33,86,89,0.7,121
CC(=O)c1cc(-c2ccc(F)cc2)n(CC(=O)NCc2cccs2)c1C,nt,81,-32,nt,81*,97,87,0.2,153[fluorescence artefact?]
CC(=O)Nc1ccc(SCC(=O)OCC(=O)NC(=O)NCc2ccco2)cc1,-4,98,1,-4,20,87,101,0.8,111
COc1cccc(-c2nc(N3CC(C)CC(C)C3)c3ccccc3n2)c1O (stereo not drawn),17,nt,nt,1,3,nt,nt,1,nt
CCCCN(C(=O)Cn1nnc2ccccc21)C(C(=O)NCCOC)c1ccc(OC)cc1OC (stereo not drawn),-22,96,-7,10,21,101,88,0.8,124
CCCCC[C@H](O)/C=C/[C@@H]1[C@@H](CCCCCCC(=O)O)[C@@H](O)C[C@H]1O,nt,97,-1,nt,nt,80,93,nt,94
COc1ccc(S(=O)(=O)N(c2onc(C)c2Cl)S(=O)(=O)c2ccc(OC)cc2)cc1,3,nt,nt,7,3,nt,nt,1,nt
CC(=O)Nc1nonc1NC(C)=O,7,102,8,-5,-6,86,106,1.1,71[fluorescence artefact?]
O=[n+]1cc(-c2ccccc2)n([O-])c2c1CCC2,0,93,-5,0,-17,97,101,1.2,112
CCOC(=O)c1nn(-c2ccccc2)c2nc(Nc3ccccc3)cc(=O)n12,5,nt,nt,3,1,nt,nt,1,nt
Cc1cc(NCCC(C)C)n2nc(C)c(-c3ccccc3)c2n1,-1,70,-5,-2,0,13*,82,1,102
O=C(Oc1ccc(N(Cc2cccs2)C2=NS(=O)(=O)c3ccccc32)cc1)c1ccccc1Cl,nt,90,-14,nt,nt,88,97,nt,133
COc1ccc(C(=O)NCCn2cc(SCC(=O)Nc3cc(C)on3)c3ccccc32)cc1OC,12,87,-5[fluorescence artefact?],0,56*,46,97,0.4,102
